Screens: PubChem BioAssay, several laboratories
HGIII-sPLA2 inh = human group III sPLA2 inhibitors, primary screen, biochemical, QFRET, BODIPY PC-A2 liposome substrate; inhibition, % at 12.2 µM; QFRET BODIPY PC-A2 liposome hydrolysis, fluorescence; 370,000 compounds, 0.56% hits;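 active = inhibition above mean plus 3 SD of compounds lying within the high and low control bounds, cut at about 19% in these data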;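 also: 0% = median of test compound wells and 100% = no enzyme DMSO wells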
FXN GAA850 act = FXN promoter activators, primary screen, cell-based, luciferase luminescence, HEK293 lucGAA850. 360,000 compounds, 0.56% hits. HEK293 lucGAA850 FXN promoter luciferase reporter, 24 h; percent of 10 µM SAHA response. activation, % at 6 µM. AID 540364, 2011;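 active = activation above the average of all compounds screened plus 3 SD, cutoff fixed separately per campaign, cut at about 7.5% in these data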;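 also: 0% = DMSO wells and 100% = 10 µM SAHA wells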
NPR2 activator = human GC-B receptor activators, primary screen, HEK293 GC-B cells, cGMP TR-FRET, EC30 CNP. 0% at EC30 CNP, 100% saturating CNP. activation, % at 10 µM. 370,000 compounds, 0.11% hits;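 active = activation at 10 µM reaching about 35% in either raw or pattern-adjusted values, limit read from the data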
Target sequence (P20594 whole entry, looked up): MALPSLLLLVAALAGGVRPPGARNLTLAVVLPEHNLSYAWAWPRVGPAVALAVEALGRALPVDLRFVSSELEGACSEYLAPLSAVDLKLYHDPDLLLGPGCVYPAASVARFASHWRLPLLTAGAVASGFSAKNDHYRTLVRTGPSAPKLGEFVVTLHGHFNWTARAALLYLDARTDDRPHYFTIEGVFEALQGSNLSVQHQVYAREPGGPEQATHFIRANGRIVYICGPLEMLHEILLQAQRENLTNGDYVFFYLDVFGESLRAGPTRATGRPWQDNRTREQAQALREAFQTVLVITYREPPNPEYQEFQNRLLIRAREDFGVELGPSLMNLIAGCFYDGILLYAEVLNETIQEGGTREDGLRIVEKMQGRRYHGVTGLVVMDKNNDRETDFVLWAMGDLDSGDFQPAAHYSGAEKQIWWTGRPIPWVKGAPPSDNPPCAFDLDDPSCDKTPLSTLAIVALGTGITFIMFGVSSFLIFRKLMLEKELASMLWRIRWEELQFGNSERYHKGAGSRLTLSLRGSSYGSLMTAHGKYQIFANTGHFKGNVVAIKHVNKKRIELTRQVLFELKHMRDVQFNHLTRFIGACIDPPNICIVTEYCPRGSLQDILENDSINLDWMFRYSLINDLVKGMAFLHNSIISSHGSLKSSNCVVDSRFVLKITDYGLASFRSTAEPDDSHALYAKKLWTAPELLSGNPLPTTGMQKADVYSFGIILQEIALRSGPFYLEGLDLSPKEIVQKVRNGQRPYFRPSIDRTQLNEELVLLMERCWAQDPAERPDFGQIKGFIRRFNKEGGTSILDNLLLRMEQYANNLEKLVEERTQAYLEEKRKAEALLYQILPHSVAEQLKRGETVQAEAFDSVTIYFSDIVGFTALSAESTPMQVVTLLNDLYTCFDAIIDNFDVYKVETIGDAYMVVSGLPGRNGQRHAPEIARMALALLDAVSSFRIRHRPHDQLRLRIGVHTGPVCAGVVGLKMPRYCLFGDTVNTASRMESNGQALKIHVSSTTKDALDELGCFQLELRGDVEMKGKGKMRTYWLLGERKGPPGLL
Tn6 DDE FP = inhibitors of Tn6 peptide binding to fibrin DD(E), primary screen, biochemical, fluorescence polarization, human fibrin, Tn6 probe. Fibrinogen beta chain (Homo sapiens), P02675. Fibrin DD(E) TRITC-Tn6 fluorescence polarization displacement. inhibition, % at 8.3 µM. 370,000 compounds, 0.21% hits. AID 720509, 2013;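 active = inhibition above a per-campaign cutoff: mean of compounds within control limits plus 3 SD, cut at about 15% in these data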;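 also: 0% = median of all compound wells on the plate and 100% = blocking peptide control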
NPR1 activator = GC-A stimulated cGMP production enhancers – HEK293 GC-A cells, cGMP TR-FRET, EC30 ANP, primary screen; AID 1671463, 2021; 0% at EC30 ANP, 100% saturating ANP; 370,000 compounds, 0.14% hits; activation, % at 10 µM; in the data active = activation above about 40%
ARFGAP1 inhibitor = inhibitors of rat ARFGAP1 GAP activity, primary screen, biochemical, fluorescence polarization, GDP tracer; Arfgap1-stimulated ARF1 GTP hydrolysis, GDP FP detection; inhibition, % at 16.5 µM; ADP-ribosylation factor GTPase-activating protein 1 (Rattus norvegicus), Q62848; 360,000 compounds, 0.26% hits; AID 651572, 2012;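 active = inhibition above a per-plate limit, mean inhibition of low control wells plus 3 SD, cut at about 25% in these data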;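 also: 0% = DMSO wells with enzyme and 100% = wells lacking Arfgap1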
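System: truncated rat Arfgap1 GAP domain / Benchmarks: high control wells lacking Arfgap1, low control full reaction with DMSO / Times: compound-enzyme preincubation 20 min, reaction 120 min, detection 60 min, 25 °C / Repeats: one replicate per compound / Also added: human ARF1(Δ1-17)-GTP substrate / Measured by: Tracer-displacement fluorescence polarization with EDTA stop, 620/688 nm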
rCAG binder = binders of r(CAG) RNA repeats, primary screen, biochemical, fluorescence; r(CAG) RNA repeat, TO-PRO-1 dye displacement fluorescence; AID 651821, 2012; inhibition, % at 3 µM; 370,000 compounds, 1.3% hits;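 active = inhibition above the plate cutoff, the mean of all test compounds on that plate plus 3 SD, cut at about 35% in these data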;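 also: 0% = DMSO alone and 100% = 100 µM mitoxantrone as full dye displacement; higher means more dye released from RNA so lower well fluorescence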
ADAM10 inh = human ADAM10 inhibitors, primary screen, biochemical, QFRET, HTS. Disintegrin and metalloproteinase domain-containing protein 10 (Homo sapiens), O14672. recombinant ADAM10, EDANS/DABCYL FRET peptide cleavage, 3 h. inhibition, % at 7 µM. 370,000 compounds, 0.62% hits. AID 720582, 2013;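 active = inhibition above a per-campaign cutoff equal to the mean of compounds falling between control-based bounds plus 3 SD, cut at about 20% in these data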;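 also: 0% = DMSO wells while the 100% control is not disclosed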
proKLK7 act = proKLK7 zymogen activators, primary screen, biochemical, fluorescence intensity; Kallikrein-7 (Homo sapiens), P49862; purified proKLK7, EDANS-DABCYL substrate fluorescence; 100% is mature enzyme control, 0% vehicle; activation, % at 7 µM; 370,000 compounds, 0.9% hits; AID 652039, 2013;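 active = activation above the mean of all tested compounds plus 3 SD, computed per campaign excluding outliers beyond control limits, cut at about 13% in these data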
ASAP1 GAP inh = inhibitors of human ASAP1 ArfGAP activity, primary screen, biochemical, fluorescence polarization. Arf-GAP with SH3 domain, ANK repeat and PH domain-containing protein 1 (Homo sapiens), …. ASAP1-stimulated ARF1 GTP hydrolysis, GDP FP detection. inhibition, % at 16.5 µM. 360,000 compounds, 0.19% hits. AID 624377, 2012; in the data active = inhibition above about 25%;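 also: 0% = vehicle with enzyme and substrate and 100% = no enzyme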
* = called active by the depositor; i = inactive; . = no result given. An unsorted share of the library; 4.5% or so of the library scored in one or more.

SMILES	HGIII-sPLA2 inh	FXN GAA850 act	NPR2 activator	Tn6 DDE FP	NPR1 activator	ARFGAP1 inhibitor	rCAG binder	ADAM10 inh	proKLK7 act	ASAP1 GAP inh
C/C(=N\N=C1\NC(=O)CC(C(=O)O)S1)c1ccc(F)cc1 (stereo not drawn)	-1	3.3	4	4	2	-6	0	4	0.1	2
O=C(C(=O)N1CCN(S(=O)(=O)c2cccc(C(F)(F)F)c2)CC1)c1cccc(C(F)(F)F)c1	14	.	4	-7	-3	6	0	3	0.0	5
Cc1ccc(-c2nnc(SCc3ccc(C#N)cc3)n2Cc2ccco2)cc1	0	-2.4	2	7	-7	-6	0	9	0.7	12
CN(CCC#N)c1ccc(/C=C(\C#N)c2ccccn2)cc1	i	-0.8	-3	31*	-6	-1	i	-211	-0.2	-3
COCCN(Cc1ccccc1)C(=O)C1CCN(C(=O)Nc2ccccc2)CC1	7	-1.3	0	-10	-5	-8	-5	-9	0.1	-9
O=C1CN(C(=O)COc2ccc(F)cc2Cl)c2ccccc2N1	1	2.0	-2	-2	5	10	3	2	0.8	-6
O=C(Nc1cc(S(=O)(=O)N2CCCCC2)ccc1Cl)C1COc2ccccc2O1 (stereo not drawn)	5	0.1	2	1	3	-1	11	-2	0.7	5
CCn1cc([N+](=O)[O-])c(C(=O)Nc2c(C)nn(Cc3c(F)c(F)c(F)c(F)c3F)c2C)n1	0	-3.1	0	-3	4	-2	0	6	1.0	-10
Cc1nc(-c2ccccc2)sc1C(=O)Nc1ccc(S(N)(=O)=O)cc1	-4	0.4	4	-3	7	8	8	2	0.2	4
CCOC(=O)c1[nH]cnc1C(=O)NCc1ccccc1	4	2.4	5	-3	1	12	-2	0	-0.7	-11
COc1ccc2c(c1)OC[C@H]1[C@H]2N2C(=O)CNC(=O)[C@@]2(C)[C@H]1c1ccccc1	7	.	6	-1	1	5	-4	4	0.0	6
Cc1c(NC(=O)Nc2ccccc2Cl)c(=O)n(-c2ccccc2)n1C	0	0.7	1	1	-3	0	-3	-1	-0.9	2
CCCCc1c(-c2ccccc2OC)ncn1Cc1cc(F)cc(F)c1	4	.	-15	2	-14	-5	-2	-3	0.7	5
Cc1ccc(S(=O)(=O)c2ccc(Cl)cc2)cc1S(=O)(=O)NC(C)C(=O)O (stereo not drawn)	15	2.0	3	-11	5	-5	7	-12	-0.2	-4
CCC1(C)Cc2c(sc3nc(NN)n(C)c(=O)c23)CO1 (stereo not drawn)	1	-2.4	-5	-1	9	-3	12	-5	-1.9	-16
CCn1c(=O)c2cc(C(=O)NCCCOC)sc2c2ccccc21	0	-1.2	8	6	6	0	-1	-261	15*	4
CC(=O)c1ccc(OCCCC(=O)Nc2ccc(Cl)c(S(=O)(=O)N3CCOCC3)c2)cc1	-1	-1.8	-3	-12	-4	10	6	-2	0.1	8
C=CCN1C(=O)CN=C1Nc1cc(C)cc(C)c1	-1	-3.0	-2	6	2	2	2	-4	-0.7	-12
Cc1c(NC(=O)c2cccs2)cccc1NC(=O)c1cccs1	11	-0.6	4	2	5	5	-5	-6	0.2	8
Clc1ccc(Sc2oc(/C=N/n3cnnc3)cc2Br)cc1	2	0.1	6	0	1	3	0	-3	0.0	-12
O=C(CSc1nnc(CNC(=O)c2cccs2)o1)Nc1cccc(F)c1	3	0.5	-2	-9	0	-2	0	13	-0.1	-2
CN(C)[C@@H]1CCN(c2ccc3c(c2)O[C@H]2CCN(C2)S3(=O)=O)C1	1	.	-2	4	3	.	2	-3	0.0	.
Clc1ccc2c(NNc3ccccc3Cl)ccnc2c1	3	2.5	-9	-2	6	-6	1	-6	1.0	10
COc1ccc(/C=C/c2nc3ccccc3c(=O)o2)cc1	-1	-14	-5	-2	2	9	19	8	0.7	11
COC(C(=O)Nc1ccnn1C1CCN(Cc2cnn(C)c2)CC1)c1ccccc1 (stereo not drawn)	6	0.4	2	3	4	9	-7	-10	0.3	-3
Cc1ccc(OCCCC(=O)Nc2ccc(Br)cc2)cc1	-7	1.1	10	-3	-2	3	0	5	-0.3	1
CCOc1ncccc1C(=O)NNC(=O)c1cccc(S(=O)(=O)Nc2ccc(OC)cc2)c1	-8	0.0	-2	-6	-6	2	3	4	-0.4	2
COc1ccc(N2C(=O)CCC(C(=O)NCCCN3CCC(C)CC3)C2c2ccc(OC)c(OC)c2)cc1 (stereo not drawn)	-3	1.7	-2	0	0	10	-5	-5	0.7	-14
O=C(Nc1ccc(Cl)cc1F)C1CC(=O)N(Cc2ccco2)C1 (stereo not drawn)	-2	2.8	3	6	4	0	3	-1	-0.4	6
CCOc1ccc(NC(=O)CCc2nnc3ccc(N4CCC5(CC4)OCCO5)nn23)cc1	1	0.3	1	5	-6	-2	-4	5	-0.1	1
CC(=O)N(C)c1ccc(NS(=O)(=O)c2cc(Cl)ccc2Cl)cc1	1	-0.2	5	-4	0	-4	0	-1	-0.2	11
CC1Cc2cc(/C(O)=C3/C(=O)C(=O)N(CCN4CCOCC4)C3c3ccc(N(C)C)cc3)ccc2O1 (stereo not drawn)	3	-0.2	0	-12	-2	5	8	-22	0.1	7
Clc1cccc(-c2ccc3ncnc(NCc4cccs4)c3c2)c1	-16	1.6	10	-10	9	-8	11	-13	-3.0	4
CCOc1ccccc1-c1nc(SCC(=O)O)n[nH]1	-2	2.5	5	0	3	5	2	4	-0.2	-6
Cc1cccc(C)c1NC(=O)C(CCc1ccccc1)N1CCC(c2ccccc2)CC1 (stereo not drawn)	-3	.	4	4	2	-2	4	1	1.2	12
CC(C)COc1ccc(C(=O)N/C(=C/c2cccc([N+](=O)[O-])c2)C(=O)O)cc1	-9	1.5	2	-2	6	0	22	0	0.2	11
C=CCn1c(=O)/c(=C/c2ccc(C)o2)s/c1=C(/C#N)C(=O)c1ccccc1	-2	1.7	-5	-6	2	15	26	6	-0.9	8
CC(C)N(C)c1ncnc2c1ncn2[C@H]1CN(Cc2ccncc2)C[C@@H](CO)O1	2	-1.9	-1	-3	0	17	2	-1	0.7	14
COC(=O)c1cc(NCc2c(F)cccc2Cl)ccc1N1CCOCC1	8	2.4	1	-2	1	-1	-5	-34	0.2	-1
CCOC(=O)c1ccc(OC(=O)CCCCCN=C(N)N)cc1	-3	0.1	6	-2	6	1	13	4	-0.5	5

An excerpt of the results above:
SMILES	HGIII-sPLA2 inh	FXN GAA850 act	NPR2 activator	Tn6 DDE FP	NPR1 activator	ARFGAP1 inhibitor	rCAG binder	ADAM10 inh	proKLK7 act	ASAP1 GAP inh
CCOc1ncccc1C(=O)NNC(=O)c1cccc(S(=O)(=O)Nc2ccc(OC)cc2)c1	-8	0.0	-2	-6	-6	2	3	4	-0.4	2
COc1ccc(N2C(=O)CCC(C(=O)NCCCN3CCC(C)CC3)C2c2ccc(OC)c(OC)c2)cc1 (stereo not drawn)	-3	1.7	-2	0	0	10	-5	-5	0.7	-14
O=C(Nc1ccc(Cl)cc1F)C1CC(=O)N(Cc2ccco2)C1 (stereo not drawn)	-2	2.8	3	6	4	0	3	-1	-0.4	6
CCOc1ccc(NC(=O)CCc2nnc3ccc(N4CCC5(CC4)OCCO5)nn23)cc1	1	0.3	1	5	-6	-2	-4	5	-0.1	1
CC(=O)N(C)c1ccc(NS(=O)(=O)c2cc(Cl)ccc2Cl)cc1	1	-0.2	5	-4	0	-4	0	-1	-0.2	11
CC1Cc2cc(/C(O)=C3/C(=O)C(=O)N(CCN4CCOCC4)C3c3ccc(N(C)C)cc3)ccc2O1 (stereo not drawn)	3	-0.2	0	-12	-2	5	8	-22	0.1	7
Clc1cccc(-c2ccc3ncnc(NCc4cccs4)c3c2)c1	-16	1.6	10	-10	9	-8	11	-13	-3.0	4
CCOc1ccccc1-c1nc(SCC(=O)O)n[nH]1	-2	2.5	5	0	3	5	2	4	-0.2	-6
Cc1cccc(C)c1NC(=O)C(CCc1ccccc1)N1CCC(c2ccccc2)CC1 (stereo not drawn)	-3	.	4	4	2	-2	4	1	1.2	12
CC(C)COc1ccc(C(=O)N/C(=C/c2cccc([N+](=O)[O-])c2)C(=O)O)cc1	-9	1.5	2	-2	6	0	22	0	0.2	11

An excerpt from above in order of count of non-hydrogen atoms, smallest number first.
SMILES	HGIII-sPLA2 inh	FXN GAA850 act	NPR2 activator	Tn6 DDE FP	NPR1 activator	ARFGAP1 inhibitor	rCAG binder	ADAM10 inh	proKLK7 act	ASAP1 GAP inh
CN(C)[C@@H]1CCN(c2ccc3c(c2)O[C@H]2CCN(C2)S3(=O)=O)C1	1	.	-2	4	3	.	2	-3	0.0	.
CC(C)N(C)c1ncnc2c1ncn2[C@H]1CN(Cc2ccncc2)C[C@@H](CO)O1	2	-1.9	-1	-3	0	17	2	-1	0.7	14
CCOc1ncccc1C(=O)NNC(=O)c1cccc(S(=O)(=O)Nc2ccc(OC)cc2)c1	-8	0.0	-2	-6	-6	2	3	4	-0.4	2

Further results
SMILES	HGIII-sPLA2 inh	FXN GAA850 act	NPR2 activator	Tn6 DDE FP	NPR1 activator	ARFGAP1 inhibitor	rCAG binder	ADAM10 inh	proKLK7 act	ASAP1 GAP inh
Cc1ccccc1NC(=O)NCC1CCN(Cc2cccc(Cl)c2)CC1	-12	-1.7	1	-3	-2	1	0	-2	0.1	-1
Cc1ccc(NC(=O)c2ccc3nccnc3c2)c(C)c1	14	1.9	-2	-3	-3	3	5	4	-0.2	14
CCOc1ccc(NC(=S)N(Cc2ccc(Cl)cc2)Cc2ccco2)cc1	4	-0.5	0	-4	-3	0	2	24*	0.3	-4
CC(NC(=O)C1CCCCC1)C(=O)NC1=NCCS1 (stereo not drawn)	3	-2.7	4	1	1	-11	0	5	0.4	4
O=C(N/N=C/c1ccccn1)c1cc(-c2cccc3ccccc23)n[nH]1	2	1.7	-2	-11	-10	11	3	-7	0.1	5
Cc1ccc(C)c(N2CCN(C(=O)C3CCN(c4nc(C)cc(C)n4)CC3)CC2)c1	-13	-0.4	3	-1	5	-4	-8	-17	0.3	4
COCCN1C(=O)CSCC1(C)C(=O)NC(C)C (stereo not drawn)	0	.	-7	-10	2	11	0	-4	-0.5	-14
COc1ccc(Cn2c(SC)nc3ccccc32)cc1[N+](=O)[O-]	-16	2.1	-3	0	-1	6	0	16	0.4	-2
Cc1ccc2nc(-c3cccc(N)c3)oc2c1	6	0.4	3	-2	6	15	-2	-477	2.9	-3
CCCCc1c(O)c2ccccc2[nH]c1=O	8	-1.3	1	1	-1	-2	-2	-35	1.3	1
O=S(=O)(/N=C(/Nc1ccccn1)c1ccccc1)c1ccccc1	5	1.6	5	2	0	0	-1	3	0.6	12
